APP 5'UTR act – APP 5'UTR luciferase reporter activation; SH-SY5Y APP 5'UTR luciferase reporter, luminescence; zero percent = DMSO vehicle wells; hit rate 1% among 190,000; activation, % at 2 µM;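 active = activation above a set limit, based on mean plus 3 SD of controls, cut at about 140% in these data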; also: values of inactives mirror those of a sister screen read the other way
STAT1 act – STAT1 signaling activation. AID 932. hit rate 2.6% among 200,000. activation (% of control), % at 5.5 µM. NIH 3T3 STAT1-luciferase reporter, IFN-gamma, luminescence; 100% = IFN-gamma alone, no compound;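 active = activation above the screen-wide mean activation plus 3 SD, cut at about 130% in these data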;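 also: raw ratio to IFN-gamma control signal so 100% means no change and 0% no light; values of inactives mirror those of a sister screen read the other way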
STAT3 inh – reduces IL-6 driven STAT3 reporter signal; U3A cells, IL-6 STAT3-luciferase reporter, luminescence; host cell line lacks STAT1; inhibition, % at 5.5 µM; hit rate 0.89% among 190,000; AID 862;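 active = inhibition above the mean inhibition across all screened compounds plus 3 SD, cut at about 44% in these data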;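 also: 0% = DMSO only wells and 100% = 100 µM nifuroxazide control wells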
NF-kB neuron act – NF-kB expression increase, human neuronal cells; NF-kB reporter expression; active compounds read high; fold change at 12.5 µM; hit rate 1.6% among 190,000; AID 1239; in the data active = fold change above about 3.3
STAT1 inh – reduces IFN-gamma driven STAT1 reporter signal. NIH 3T3 STAT1-luciferase reporter, luminescence. inhibition, % at 5.5 µM. AID 920. hit rate 0.35% among 200,000;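 active = inhibition above a set limit, the mean inhibition across all tested compounds plus 3 SD, cut at about 34% in these data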;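 also: 0% = IFN-gamma with DMSO and 100% = IFN-gamma with 300 µM nifuroxazide; values of inactives mirror those of a sister screen read the other way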
RAM inhibit – yeast RAM network inhibition; S. cerevisiae dse1pr::URA3 reporter, 5-FOA growth OD615, 2 d; analog-sensitive cbk1-as2 kinase mutant strain; hit rate 1.8% among 190,000; inhibition, % at 50 µM;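 active = inhibition above a set limit, 3 SD over mean compound inhibition, cut at about 8.4% in these data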;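 also: 0% = DMSO-only wells with no growth and 100% = 10 µM 1-NA-PP1 full growth; inhibition rescues growth on 5-FOA so higher OD means more RAM inhibition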
FLuc inh counter – counter-screen for luciferase assay inhibitors: firefly luciferase inhibition; ATPLite firefly luciferase biochemical luminescence, 10 min; P08659; AID 1006; inhibition, % at 10 µM; hit rate 1.5% among 200,000;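 active = inhibition above about 50% when tested at 10 µM, limit read from the data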
Target sequence (P08659 whole entry, looked up): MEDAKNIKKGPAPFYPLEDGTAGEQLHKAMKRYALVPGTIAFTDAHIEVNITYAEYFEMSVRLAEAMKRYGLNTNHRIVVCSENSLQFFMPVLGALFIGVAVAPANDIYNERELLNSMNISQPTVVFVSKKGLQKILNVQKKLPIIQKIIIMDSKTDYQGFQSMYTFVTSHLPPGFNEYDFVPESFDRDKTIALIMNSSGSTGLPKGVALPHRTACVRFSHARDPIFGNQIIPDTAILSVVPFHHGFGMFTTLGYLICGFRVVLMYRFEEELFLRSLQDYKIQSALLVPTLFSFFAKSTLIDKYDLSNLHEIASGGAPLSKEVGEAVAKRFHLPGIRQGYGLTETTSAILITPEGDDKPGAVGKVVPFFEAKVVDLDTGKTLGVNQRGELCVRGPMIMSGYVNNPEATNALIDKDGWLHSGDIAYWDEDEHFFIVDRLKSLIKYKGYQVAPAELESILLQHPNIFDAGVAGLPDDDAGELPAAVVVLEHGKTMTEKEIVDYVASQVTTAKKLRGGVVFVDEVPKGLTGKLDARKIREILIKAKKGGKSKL
Hsp70 act – switches on Hsp70 transcription | AID 1203 | HeLa Hsp70 promoter luciferase reporter, luminescence; scaled: vehicle 0, proteasome-inhibitor control 100% | hit rate 0.04% among 200,000 | activation, % at 10 µM;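 active = activation above the mean across all tested compounds plus 3 SD, cutoff set per campaign, cut at about 5.5% in these data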;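 also: 100% = MG132 at 30 µM as the positive control and 0% = DMSO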
STAT3 act – activators of IL-6 induced STAT3 signaling; U3A cells, IL-6 STAT3-luciferase reporter, luminescence; 100% = signal with IL-6 EC80 alone; AID 871; hit rate 0.91% among 190,000; activation (% of control), % at 5.6 µM;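 active = activation above the screen-wide mean of compound activation plus 3 SD, cut at about 130% in these data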;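 also: 0% = background luminescence of wells with medium and substrate only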
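Material: human STAT1-deficient U3A cells with stable STAT3-luciferase reporter / Probe or stimulus: IL-6 stimulus at 33 ng/mL final / Schedule: 1 h compound pre-exposure, 6 h IL-6 stimulation, 37 °C / Technique: luminescence / Read-out basis: percent of IL-6-only median luminescence / Control set: IL-6-only high control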
APP transl inh – APP translation inhibition | SH-SY5Y APP 5'UTR-luciferase reporter, luminescence | AID 1285 | inhibition, % at 2 µM | hit rate 0.82% among 190,000;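 active = inhibition above a set limit, derived from the sample mean plus 3 SD, cut at about 45% in these data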; also: values of inactives mirror those of a sister screen read the other way
Starred values were filed as active, the others as inactive; · = no result given.

SMILES | APP 5'UTR act | STAT1 act | STAT3 inh | NF-kB neuron act | STAT1 inh | RAM inhibit | FLuc inh counter | Hsp70 act | STAT3 act | APP transl inh
Cc1cc([N+](=O)[O-])nn1CC(=O)Nc1cccc2nonc12 | 5 | 95 | 12 | 1.2 | 7 | 2.7 | -1 | -0.2 | 94 | -5
CC(=O)N1CCc2cc(S(=O)(=O)NCCC(=O)NC3CCCc4ccccc43)ccc21 (stereo unspecified) | 9 | 76 | 7 | 0.95 | 18 | 1.3 | -4 | -0.3 | 97 | -9
CCC(=O)Nc1cc(C(=O)OCC(=O)c2ccccc2Cl)ccc1C | 24 | 125 | -5 | 2.2 | -28 | 2.4 | 30 | 0.1 | 108 | -24
CCOC(=O)Nc1cc(C)c(Cl)cc1OC | -15 | 88 | 22 | 1.5 | 14 | 0.0 | -4 | -0.2 | 86 | 15
c1cncc(-c2nc3ccccc3[nH]2)c1 | 0 | 98 | 11 | 1.2 | 2 | 1.9 | 6 | 0.2 | 100 | 0
O=c1c2ccccc2nc2n1CCC2 | -16 | 101 | 4 | 1 | -1 | 0.7 | -12 | 0.1 | 103 | 16
Cc1cccc(C)c1NC(=O)C(=O)c1cn(C)c2ccccc12 | 6 | 89 | 17 | 1.5 | 10 | 0.9 | -2 | 0.0 | 90 | -6
Cc1ccc(CNc2nc(Cl)c(C#N)s2)cc1 | 48 | 122 | -1 | 1.6 | -24 | 2.2 | 1 | -0.1 | 104 | -48
Cc1ccc(S(=O)(=O)Nc2ccc(C(OC(=O)c3ccccc3[N+](=O)[O-])(C(F)(F)F)C(F)(F)F)cc2)cc1 | -8 | 97 | -1 | 0.61 | 4 | 6.1 | 0 | 0.4 | 100 | 8
COc1ccc(NCC(O)COc2ccc(C(C)(C)C)cc2)cc1 (stereo unspecified) | 41 | 109 | 6 | 1 | -12 | 0.1 | -8 | -0.4 | 98 | -41
CN1C(=O)CSc2ccc(NC(=O)N3CCC(N4CCCCC4)CC3)cc21 | 6 | 91 | 3 | 1.1 | 10 | -0.1 | -7 | 0.1 | 102 | -6
OCCNc1cnc2ccccc2n1 | -49 | 114 | 0 | 1.2 | -16 | 2.3 | -2 | -0.3 | 102 | 49*
Nc1nc(NCc2ccco2)nc(N2CCCCCC2)c1[N+](=O)[O-] | 23 | 91 | 3 | 0.74 | 10 | 0.8 | -3 | -0.2 | 98 | -23
O=C(c1cnc2n(c1=O)CCS2)N1CCN(c2ccc(Cl)c(Cl)c2)CC1 | 10 | 93 | 16 | 1 | 8 | 0.4 | -8 | 0.0 | 89 | -10
COc1ccc(/C=N/NC(=O)COc2ccccc2-c2ccccc2)cc1 | -97 | 94 | -3 | 5.3* | 6 | 0.0 | -2 | -0.2 | 109 | 96*
Cc1noc(C)c1COC(=O)C1CCN(C(=O)c2ccc(Cl)cc2)CC1 | 35 | 95 | 10 | · | 3 | -0.5 | -1 | 0.1 | 96 | -35
CCOc1ccc(/C(O)=C2/C(=O)C(=O)N(CCN(CC)CC)C2c2ccco2)cc1 (stereo unspecified) | 15 | 105 | 8 | 1.8 | -5 | -0.1 | -6 | -0.4 | 89 | -15
O=C(CCS(=O)(=O)c1cccc2nsnc12)N1CCN(C(=O)c2ccco2)CC1 | 6 | 99 | 4 | 1.2 | 2 | -0.5 | 1 | 0.1 | 101 | -6
CCOC1CC(C)(C)NC(=S)N1 (stereo unspecified) | -7 | 102 | 21 | 1 | -3 | 2.6 | -7 | -0.3 | 81 | 7
Cn1c(SCC(=O)NC2CC2)nnc1-c1ccco1 | 1 | 96 | 29 | 1.1 | 5 | 0.9 | -4 | -0.1 | 80 | -1
COc1ccc(C2c3ccc4ccccc4c3Oc3ncn(Cc4ccco4)c(=N)c32)cc1OC (stereo unspecified) | 13 | 97 | -10 | 0.45 | 3 | 0.6 | -2 | 0.0 | 104 | -13
CCC(=O)n1nc(-c2ccco2)nc1N | -10 | 94 | -2 | 1.1 | 6 | -0.8 | -5 | -0.1 | 103 | 10
Cc1ccccc1-c1nnn(C/C(N)=N/O)n1 | -24 | 99 | 3 | 1.1 | -1 | 0.2 | -4 | -0.3 | 101 | 24
O=C(CCn1cccc1)N1CCc2ccccc21 | 17 | 108 | 14 | 1.2 | -7 | 3.4 | 0 | -0.1 | 92 | -18
O=c1c(Cc2c(F)cccc2Cl)c(O)ccn1CC1CCCO1 (stereo unspecified) | 15 | 110 | 9 | 0.85 | -13 | 0.4 | -8 | -0.1 | 102 | -15
N#CC(C#N)=C1C=CC=CN1/C(=C\c1ccccc1)C(=O)c1cccs1 | 6 | 103 | -11 | 0.77 | -3 | 2.6 | -3 | -0.4 | 109 | -6
CCN(CC(=O)Nc1ccc(NC(C)=O)cc1)CC(=O)Nc1ccc(F)c(Cl)c1 | -18 | 102 | -4 | 0.87 | -2 | 0.7 | -3 | -0.5 | 111 | 18
Cn1cccc1C(=O)OCC(=O)Nc1cc(C(C)(C)C)nn1-c1ccccc1 | -4 | 103 | -7 | 1 | -3 | 2.0 | -6 | -0.5 | 107 | 4
O=C(NNS(=O)(=O)c1ccc(Br)cc1)c1ccncc1 | 13 | 101 | -2 | 1.3 | -1 | 1.2 | -6 | 0.2 | 112 | -13
CCN1CCN(c2c(C(=O)c3ccc(OC)cc3)cnc3ccccc23)CC1 | 13 | 108 | -7 | 0.94 | -10 | 0.2 | -5 | -0.1 | 108 | -13
COc1cc(/C=C2\SC(=Nc3ccc(N4CCOCC4)cc3)N(C)C2=O)ccc1OC(C)C(=O)O (stereo unspecified) | 18 | 102 | -5 | 1.2 | -2 | 1.9 | -1 | -0.3 | 105 | -18
COc1ccc(S(=O)(=O)N(CC(N)=O)C2CCCCC2)cc1Cl | 0 | 101 | -1 | 0.91 | -2 | 0.0 | -1 | -0.3 | 102 | 0
CCCCNC(=O)Nc1ccc(Br)cn1 | 33 | 106 | 4 | 1.8 | -6 | 1.2 | 0 | -0.4 | 103 | -33
CCCC(c1nnnn1Cc1ccc(F)cc1)N1CCN(C2CCCCC2)CC1 (stereo unspecified) | 5 | 97 | 9 | 0.78 | 3 | 0.3 | -6 | -0.4 | 101 | -6
Cc1ccc(C(=O)NCc2n[nH]c(=S)n2-c2ccccc2)cc1[N+](=O)[O-] | -10 | 106 | 8 | 0.85 | -8 | 2.3 | -2 | -0.2 | 95 | 10
CCOC(=O)NC1(C(F)(F)F)NC(=O)N(c2ccc(F)cc2)C1=O (stereo unspecified) | 8 | 98 | 11 | 1.2 | 3 | 2.1 | -9 | -0.5 | 94 | -8

Reprinted at random: 3 records from the list
SMILES | APP 5'UTR act | STAT1 act | STAT3 inh | NF-kB neuron act | STAT1 inh | RAM inhibit | FLuc inh counter | Hsp70 act | STAT3 act | APP transl inh
Cn1cccc1C(=O)OCC(=O)Nc1cc(C(C)(C)C)nn1-c1ccccc1 | -4 | 103 | -7 | 1 | -3 | 2.0 | -6 | -0.5 | 107 | 4
O=c1c(Cc2c(F)cccc2Cl)c(O)ccn1CC1CCCO1 (stereo unspecified) | 15 | 110 | 9 | 0.85 | -13 | 0.4 | -8 | -0.1 | 102 | -15
N#CC(C#N)=C1C=CC=CN1/C(=C\c1ccccc1)C(=O)c1cccs1 | 6 | 103 | -11 | 0.77 | -3 | 2.6 | -3 | -0.4 | 109 | -6

Continuation:
SMILES | APP 5'UTR act | STAT1 act | STAT3 inh | NF-kB neuron act | STAT1 inh | RAM inhibit | FLuc inh counter | Hsp70 act | STAT3 act | APP transl inh
CCCCOC(=O)Nc1nnc(C(C)C)s1 | 47 | 130* | -1 | 2.5 | -33 | 3.5 | 2 | 0.1 | 103 | -47
Cc1ccccc1CN1CCCNC1=O | -5 | 100 | -2 | 1.5 | 0 | 0.8 | -5 | -0.1 | 104 | 5
O=C(CCCCl)NC(=S)Nc1cc(C(F)(F)F)ccc1N1CCOCC1 | 14 | 98 | -4 | 1 | 2 | 2.8 | -2 | -0.2 | 104 | -14
Cc1c(C(=O)NCC2CCCO2)sc2nc(-c3ccccc3)cn12 (stereo unspecified) | 23 | 98 | 1 | 1.2 | 2 | -0.2 | 8 | -0.1 | 103 | -23
O=C(Nc1ccccc1C(=O)N1CCCC1)c1cccc(S(=O)(=O)N2CCCCC2)c1 | 6 | 95 | 1 | 0.84 | 6 | 0.0 | -6 | -0.4 | 105 | -6
CN(C)CCNc1oc(-c2ccccc2F)nc1C#N | -2 | 102 | 6 | 1.2 | -2 | 0.9 | -4 | -0.2 | 100 | 2
CCCCn1c(N)c(NCCC)c(=O)[nH]c1=O | -11 | 97 | 0 | 1.4 | 3 | 0.9 | -9 | -0.1 | 100 | 12
Cc1ccc(C)c(OCc2nc3ccc(S(=O)(=O)Nc4c(C)n(C)n(-c5ccccc5)c4=O)cc3[nH]2)c1 | 23 | 96 | -7 | 0.91 | 2 | 2.6 | 0 | -0.3 | 107 | -22
CC(C)(C)c1[nH]ncc1[N+](=O)[O-] | 0 | 100 | 6 | 1.1 | 0 | 0.3 | -1 | -0.2 | 102 | 0
CCOc1cc(C2NC(=O)N(C)C(C)=C2[N+](=O)[O-])ccc1OC(C)=O (stereo unspecified) | -5 | 103 | 6 | 1.1 | -5 | 0.7 | -6 | -0.2 | 99 | 5
COc1ccc(CN2CCN(S(=O)(=O)c3ccc(NC(C)=O)cc3)CC2)cc1OC | 3 | 100 | 1 | 0.88 | 0 | 0.0 | -3 | 0.3 | 104 | -3
CCOC(=O)c1[nH]cnc1C(=O)Nc1ccc(F)cc1 | 9 | 103 | 18 | 1.4 | -5 | 2.0 | -6 | 0.2 | 86 | -9
Clc1cccc(-c2nc(NCCCN3CCOCC3)c3ccccc3n2)c1 | -11 | 100 | 7 | · | 1 | 0.5 | -2 | -0.1 | 99 | 11
CC(=O)c1ccc(OCC(O)COc2ccc(C(C)=O)cc2)cc1 | -11 | 86 | 7 | 1.3 | 16 | -0.7 | -4 | -0.1 | 98 | 11
O=C(N/N=C1\CCc2ccccc21)c1ccccc1O | 128 | 104 | 24 | 3.8* | -4 | 1.5 | 90* | -0.4 | 76 | -128
Cc1nn(-c2ccccc2)c(Cl)c1/C=N/NC(=O)c1ccco1 | 85 | 141* | 16 | 2.2 | -45 | 1.0 | 58* | 0.5 | 95 | -85
CCC1(C)N(O)C(C)(C)C(c2ccc(F)cc2)=[N+]1[O-] (stereo unspecified) | -2 | 93 | 9 | 1.4 | 8 | 2.6 | -4 | 0.1 | 96 | 2
CCOC(=O)C1(Cc2ccc(OC)cc2)CCN(C(=O)c2cccc3nccnc23)CC1 | 12 | 104 | -1 | 1 | -7 | 0.3 | -3 | 1.0 | 106 | -12
Cc1csc2ncc(C(=O)N3CCc4ccccc43)c(=O)n12 | -4 | 102 | -2 | · | -2 | · | · | -0.2 | 106 | 4
NC(=O)C1CCN(c2ccc(C(F)(F)F)cn2)CC1 | 25 | 113 | -4 | 1.4 | -15 | 0.4 | -4 | -0.2 | 104 | -25
O=C(CCc1nnc(-c2ccccc2)o1)NCc1cc(F)ccc1F | 16 | 99 | 2 | 0.92 | -1 | -0.6 | -5 | -0.2 | 100 | -16
CCCOC(=O)c1ccc(O)c(OC)c1 | 10 | 102 | 4 | 1.1 | -5 | -0.7 | -4 | -0.2 | 100 | -10
O=C(Cc1ccc(-n2c(=O)c3sccc3n(CC(=O)Nc3ccccc3)c2=O)cc1)NCc1ccco1 | 14 | 104 | 18 | 0.88 | -6 | 4.9 | -3 | -0.1 | 90 | -14
